Bioassay records deposited in PubChem by Broad Institute.
DENV2 CPE rescue = protects cells from dengue virus 2 cytopathic effect | DENV2-infected cells, cytopathic effect rescue, plate reader | CPE inhibition, % at 9.99 µM | actives 1.7% (n = 350,000) | AID 651640; in the data active means CPE inhibition above about 20%, passing the limit was not always enough; inconclusive means no clear call, values can overlap the other calls; tested in BHK-21 cells;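 further: 0% = median of neutral control wells and 100% = median of positive control wells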
Statin myotox sup = suppressors of simvastatin-induced myotoxicity in C2C12 myotubes; ATP luminescence, 48 h; scaled: DMSO 0, geranylgeraniol control 100; rescue of ATP level, % at 7.49 µM; actives 0.78% (n = 330,000);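 active means mean ATP rescue above about 67%, or every replicate alone reaching that limit, limit read from the data, passing the limit was not always enough; inconclusive means no clear call, values can overlap the other calls; inactive means mean under the limit and some replicate under it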;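 further: myotubes were challenged with 10 µM simvastatin during compound exposure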
E-selectin induc = E-selectin induction on HUVECs; P16581; HUVEC E-selectin immunofluorescence imaging; normalized: neutral wells 0, TNF-alpha wells 100; activation, % at 7.58 µM; actives 0.37% (n = 260,000); AID 686992;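 active means mean E-selectin-positive cell signal at least 10% of the positive control, reached in at least 60% of replicates, without over 20% cell loss; inconclusive means no rule given, readout overlaps actives, possibly toxicity-flagged; inactive means the rest, including those meeting only one limit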;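 further: in these data hits start at about 27%; measured in HUVEC primary endothelial cells; signal is the percent of cells scored E-selectin positive by PE staining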
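Test system: HUVEC | Signal: Immunofluorescence imaging | Read-out: Percent E-selectin-positive cells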
ERp5 block = inhibitors of human ERp5. Q15084. ERp5 insulin aggregation, absorbance 650 nm, 90 min. inhibition, % at 9.99 µM. actives 0.05% (n = 350,000). AID 651711;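 active means mean replicate inhibition above about 25%, with every replicate also reaching it, limit read from the data, passing the limit was not always enough; inconclusive means only one of those two criteria met; inactive means neither criterion met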
Target sequence (Q15084 whole entry, looked up): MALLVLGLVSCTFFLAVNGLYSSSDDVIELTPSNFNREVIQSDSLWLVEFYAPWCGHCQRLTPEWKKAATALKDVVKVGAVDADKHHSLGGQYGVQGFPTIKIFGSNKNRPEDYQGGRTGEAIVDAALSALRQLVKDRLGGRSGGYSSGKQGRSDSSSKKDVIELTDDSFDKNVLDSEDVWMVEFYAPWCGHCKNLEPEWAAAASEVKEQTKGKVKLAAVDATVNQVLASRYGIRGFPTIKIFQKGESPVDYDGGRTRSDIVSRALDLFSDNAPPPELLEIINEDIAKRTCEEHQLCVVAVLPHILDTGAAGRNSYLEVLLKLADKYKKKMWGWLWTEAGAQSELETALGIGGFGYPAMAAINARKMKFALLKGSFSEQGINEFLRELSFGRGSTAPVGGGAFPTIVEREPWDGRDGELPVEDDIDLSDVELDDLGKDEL
S100A4 MyoIIA = S100A4-myosin IIA interaction inhibition. S100A4/TAMRA-MyoIIA peptide fluorescence polarization. inhibition, % at 10.7 µM. P26447. actives 0.14% (n = 360,000). AID 652163;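 active means mean inhibition of at least 70% across replicates, with every replicate also reaching that level; inconclusive means mean inhibition reaches 70% but some replicates fall short; inactive means mean inhibition below 70%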
Target sequence (P26447 whole entry, looked up): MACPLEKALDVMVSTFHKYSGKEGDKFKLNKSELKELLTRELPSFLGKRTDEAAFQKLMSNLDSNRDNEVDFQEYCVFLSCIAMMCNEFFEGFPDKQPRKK
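Test system: S100A4 monomer protein; Medium: HEPES pH 7.2 with CaCl2, KCl, NaCl, DTT, Triton; Probe or stimulus: TAMRA-labelled myosin IIA heavy-chain peptide probe, 5 nM; Doses: one dose per compound; Times: polarization read 5 min after assay mix addition, stable 5–60 min; Benchmarks: neutral control DMSO, positive control TFP.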
PglD DTNB = blocks C. jejuni PglD acetyltransferase activity; purified PglD enzyme, DTNB colorimetric CoA detection; inhibition, % at 12.5 µM; actives 0.098% (n = 360,000); AID 602405; in the data active means inhibition above about 16%, passing the limit was not always enough; inconclusive means no clear call, values can overlap the other calls; further: strong numbers were not always called active
SIRT5 inh = inhibitors of human sirtuin-5 desuccinylase | inhibition, % at 15 µM | Q9NXA8 | Purified SirT5, succinyl-peptide AMC, trypsin-coupled fluorescence | actives 1.1% (n = 330,000); in the data active means inhibition above about 15%; inconclusive means no clear call, values can overlap the other calls
Target sequence (Q9NXA8 whole entry, looked up): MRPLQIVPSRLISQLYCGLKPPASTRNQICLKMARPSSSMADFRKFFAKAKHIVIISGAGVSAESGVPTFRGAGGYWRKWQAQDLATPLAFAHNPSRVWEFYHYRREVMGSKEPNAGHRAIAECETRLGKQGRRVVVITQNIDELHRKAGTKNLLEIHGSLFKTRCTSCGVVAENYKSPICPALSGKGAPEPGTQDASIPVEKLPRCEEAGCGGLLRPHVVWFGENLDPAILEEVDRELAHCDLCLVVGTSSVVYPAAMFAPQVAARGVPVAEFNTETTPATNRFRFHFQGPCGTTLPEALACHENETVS
* hit, by the source's call; ? = inconclusive; . = no result given. Not all compounds are listed; the hit share may differ from the screen's.

SMILES | DENV2 CPE rescue | Statin myotox sup | E-selectin induc | ERp5 block | S100A4 MyoIIA | PglD DTNB | SIRT5 inh
COc1ccc(S(=O)(=O)Nc2c(C(=O)O)[nH]c3ccc(OC)cc23)cc1 | 0.2 | 13.9 | . | 7.3 | 5.7 | -1.4 | -6.5
O=C1C2C3C=CC(C2C(=O)N1c1cccc(O)c1)C1C2C(=O)N(c4cccc(O)c4)C(=O)C2C31 (centres undefined) | . | 7.9 | 2.5 | 0.4 | 4.4 | 4.2 | 1.3
O=C(Nc1ccc(F)cc1)N1CC(=O)N2[C@H](CO)[C@H](c3ccc(-c4ccccc4)cc3)[C@@H]2C1 | ? | . | 0.2 | -3.2 | 1.8 | . | 5.1
C/C(=N\N1CCN(Cc2ccccc2)CC1)c1ccco1 | 1.1 | . | . | -1.6 | -0.7 | . | -5.8
CCC(=O)N[C@H]1C=C[C@H](CC(=O)NCc2ccccc2F)O[C@@H]1CO | -5.1 | -4.1 | -0.2 | 1.2 | 0.9 | -2.5 | 2.7
CC(C)c1ccc(C2/C(=C(\O)c3ccc4c(c3)OCCO4)C(=O)C(=O)N2CCN2CCOCC2)cc1 (centres undefined) | 3.9 | 7.2 | . | . | -3.4 | 1.6 | 0.9
C[C@H](O)C#Cc1ccc2c(c1)O[C@@H](CN(C)C(=O)Cc1ccccn1)[C@H](C)CN([C@@H](C)CO)S2(=O)=O | 12.1 | . | -0.1 | -13.3 | 59.9 | 7.0 | 1.0
O=C1Cc2ccccc2C(=O)N1OCc1ccc(Cl)cc1Cl | -0.9 | 7.8 | -0.7 | 2.5 | -1.4 | . | 3.2
O=C(CSc1nnc(-c2ccc3c(c2)OCO3)n1-c1ccccc1)c1ccccc1 | -1.3 | . | -0.8 | 1.6 | -2.2 | -6.1 | 1.6
O=C(C[C@@H]1C[C@@H]2c3cc(NC(=O)NC4CCCC4)ccc3O[C@@H]2[C@@H](CO)O1)NCC1CC1 | ? | -0.7 | 0.0 | -3.0 | -16.9 | -0.9 | -4.5
Cc1noc(C)c1NC(=O)Nc1ccc2c(c1)C(=O)N(C)[C@@H]1CC[C@@H](CC(=O)N[C@H]3CCN(Cc4ccccc4)C3)O[C@H]1CO2 | -0.5 | 20.4 | -0.1 | 1.3 | -1.7 | 6.3 | 1.9
O=C(Cn1cnc(S(=O)(=O)N2CCCCC2)c1)Nc1ccc(OC(F)(F)F)cc1 | -2.8 | -2.1 | -0.1 | -0.9 | -2.8 | 5.1 | -3.6
CNC[C@H]1OCCCC[C@H](C)Oc2ccc(NC(=O)c3ccccc3)cc2C(=O)N([C@@H](C)CO)C[C@@H]1C | 5.1 | -16.0 | -0.1 | -2.6 | -6.3 | 2.8 | -1.6
CCCN1CCC(=NNc2ccc(C(=O)O)cc2)CC1 | 3.8 | . | 2.6 | 2.9 | -0.4 | . | 5.9
COc1ccc(CC(=O)Oc2ccc(Br)cc2F)cc1S(=O)(=O)N1CCOCC1 | 2.2 | -5.3 | . | 3.2 | -0.4 | 1.7 | 1.8
O=C(Nc1cccc(Cl)c1)N[C@H]1CC[C@H](CCNC(=O)C2CC2)O[C@@H]1CO | 6.1 | -4.8 | -0.1 | -3.9 | -5.7 | -0.3 | -2.1
COCC(=O)N1[C@H](C#N)[C@@H](c2ccccc2-c2cccc(OC)c2)[C@@H]1CO | -15.4 | . | -0.1 | 0.1 | -41.5 | . | .
CCOc1ccc(CCNc2nc3ccc(C)cc3n3cnnc23)cc1OCC | 1.9 | -12.7 | 0.1 | 3.5 | 1.4 | 2.4 | -2.4
Clc1ccccc1Sc1ccc(-c2ccccn2)s1 | -1.7 | . | 3.3 | 6.1 | -1.4 | -7.6 | 2.3
[O-][N+]12CCCCC1CCCC2CO (centres undefined) | 0.0 | . | -0.5 | 0.4 | 3.9 | . | -3.8
O=C(C[C@@H]1CC[C@@H]2[C@H](COC[C@H](O)CN2Cc2ccccc2F)O1)NCc1ccccc1F | 13.6 | -1.3 | 0.2 | 1.6 | 3.5 | 1.6 | -1.8
Cc1ccc(-c2nn(-c3ccccc3)cc2C(=O)NCC2CCCO2)cc1 (centres undefined) | 9.4 | 7.0 | 0.7 | -5.4 | 44.6 | . | -8.9
COc1ccc(/C=N/NC(N)=S)cc1 | -2.0 | 1.7 | 2.7 | 3.4 | -2.7 | -4.2 | -0.5
O=C(CN1C(=O)c2cccnc2Oc2ccc(Cl)cc21)N1CCCCCC1 | -2.6 | -3.5 | . | -0.9 | 0.9 | 0.5 | -0.8
COc1ccc(NC(=O)N[C@@H]2CC[C@@H](CCNC(=O)Cc3ccncc3)O[C@H]2CO)cc1 | -2.1 | 0.3 | -0.4 | 2.6 | -18.7 | -1.5 | -0.4
CCOC(=O)Cc1csc2nc(-c3ccccc3)nn12 | -1.7 | 8.6 | . | 2.6 | -4.8 | 1.4 | -6.4
O=C(O)c1ccc(Cl)c(S(=O)(=O)Nc2ccc(S(=O)(=O)N3CCCC3)cc2)c1 | -9.3 | -1.9 | 0.1 | . | 2.6 | 1.6 | 4.5
Cc1nc(N2CCN(Cc3ccc4c(c3)OCO4)CC2)[nH]c(=O)c1C | 2.6 | 6.3 | ? | 2.1 | -5.6 | 6.2 | -1.1
CC(C)(C)c1nc2ccccc2c2nnc(SCC(=O)Nc3nc4ccccc4s3)n12 | . | 27.3 | . | -7.2 | -3.5 | 2.6 | -13.1
O=C(C1=COCCO1)N(Cc1nnc(-c2ccccc2Cl)o1)C1CC1 | -9.5 | -2.7 | -0.5 | 1.7 | -1.1 | 1.2 | -5.0
C=CCN(C(=O)c1csnn1)C(C(=O)NCc1ccc(F)cc1)c1ccccc1 (centres undefined) | 1.4 | 2.9 | 0.5 | 5.4 | -2.7 | -3.7 | -37.6
CCCCN(CC)C(=O)c1ccc(Cl)cc1 | 5.3 | -11.8 | . | 1.6 | 7.5 | -1.7 | -2.8
O=C(NNC(=O)c1ccc2ccccc2c1)Nc1ccc(F)cc1 | 1.9 | . | 6.0 | 26.0* | 9.5 | -6.9 | 0.1
CO[C@@H]1CN(C)C(=O)c2ccc(NS(=O)(=O)c3ccccc3C)cc2OC[C@H](C)NC[C@@H]1C | -0.7 | -12.1 | 0.1 | 2.7 | 0.9 | -0.1 | 1.5
CCOc1cc(/C=N/NC(=O)c2ccc(CN3CCOCC3)cc2)ccc1OC | 11.9 | . | . | -3.3 | -3.4 | . | 0.7
COc1ccccc1C1Nc2ccccc2NC2=C1C(=O)CC(C)(C)C2 (centres undefined) | 0.4 | 14.5 | 0.0 | 5.6 | 2.0 | -6.3 | 4.8
Cc1ccc(Cl)c(OCC(=O)Nc2ccc(S(=O)(=O)NC3=NCCCCC3)cc2)c1 | -4.7 | -3.1 | -0.2 | 0.4 | -11.6 | -2.0 | -1.6
Cc1cc(C)c(NC(=O)c2sc3nc(C)[nH]c(=O)c3c2C)c(C)c1 | -4.4 | . | . | -0.5 | -16.0 | . | -0.6
COc1cc(OC)c2c(C)c(Cl)c(=O)oc2c1 | . | 7.7 | . | . | -15.9 | -2.0 | .
COc1ccc(S(N)(=O)=O)cc1C(=O)OCC(=O)NC(C)(C#N)C1CC1 (centres undefined) | 10.1 | 1.7 | -0.1 | -0.3 | -1.6 | . | -0.4
C[C@@H]1CN([C@@H](C)CO)C(=O)c2cc(C#CCc3ccccc3)cnc2O[C@@H]1CN(C)C(=O)C1CCC1 | -7.0 | 30.7 | -0.4 | 4.1 | 69.1 | -2.9 | -3.3
O=C(C[C@@H]1CC[C@H]2[C@@H](COC[C@H](O)CN2C(=O)c2ccc(F)cc2)O1)Nc1ccc(-c2ccccc2)cc1 | 4.1 | 8.8 | 38.0* | -2.7 | -39.9 | -2.6 | 2.6
CS(=O)(=O)c1ccc(C(=O)OCC(=O)NC2CCS(=O)(=O)C2)cc1[N+](=O)[O-] (centres undefined) | 8.5 | -1.7 | 1.6 | 0.4 | -6.9 | -3.7 | -1.9
COc1ccc(OCC(=O)O/N=C(\N)Cc2cccs2)cc1 | -0.9 | . | -2.4 | 3.4 | -8.4 | . | -0.7
CCn1cnc2cc(NC(=O)c3ccc(C)cc3)ccc21 | 11.9 | -35.6 | . | 5.0 | -6.3 | 7.1 | -0.9
CC(C)CC#Cc1ccc([C@H]2[C@@H](CO)N3C(=O)CN(C(=O)Cc4ccccc4)C[C@H]23)cc1 | -0.5 | . | -0.3 | 2.6 | 2.3 | . | -2.2
CC=Cc1ccc2n(c1=O)C[C@H]1[C@H](CO)[C@@H](C(=O)N[C@H](C)c3ccccc3)[C@@H]2N1Cc1ccccc1 (mixture of isomers) | 4.0 | . | -0.4 | 2.1 | -1.2 | . | -1.7
CC(=O)NC(c1ccc(F)c(F)c1)c1nc(-c2ccccc2C)cs1 (centres undefined) | -5.1 | 12.6 | 1.8 | 1.0 | -1.0 | 2.6 | -0.6
COc1ccc(N2CC(C(=O)N3CCN(Cc4ccc5c(c4)OCO5)CC3)CC2=O)cc1 (centres undefined) | -3.7 | -4.3 | . | -7.0 | -5.5 | -4.9 | -2.3
Nc1c(N(Cc2ccccc2)C(=O)CCc2ccccc2)c(=O)[nH]c(=O)n1Cc1ccccc1 | -6.4 | 0.0 | -0.2 | -0.7 | -12.2 | 3.3 | -1.7
COCC(=O)Nc1ccc2c(c1)C(=O)N(C)C[C@H](OC)[C@H](C)CN(CC1CCCCC1)[C@@H](C)CO2 | 9.0 | -0.9 | 0.8 | 5.5 | -0.6 | -0.4 | -0.8
CC1(OC(=O)C2CCCC2)C(=O)C=C2C=C(c3ccsc3)N(C3CCCC3)C=C2C1=O (centres undefined) | -0.8 | 8.6 | -0.1 | 3.1 | -4.8 | 6.6 | -2.4
CCCCNC(=S)NCc1ccc2[nH]c(C)cc2c1 | 11.9 | -14.2 | 0.6 | -1.3 | 3.6 | 5.0 | -7.9
CCOc1ccc(C(=O)N2CCc3ccccc32)cc1 | -3.0 | 13.5 | . | -1.3 | -6.5 | -3.3 | -1.7
CCCCCC(=O)Nc1cccc(C2=NOC3(C2)C[C@@H](C(N)=O)N(C(=O)Cc2ccc([N+](=O)[O-])cc2)C3)c1 (some centres undefined) | -14.5 | -4.3 | 0.7 | -1.7 | 0.9 | 2.8 | -8.0
CCCCN(CCCC)S(=O)(=O)c1ccc(NC(=O)CN2CCOCC2)cc1 | -3.1 | 129.7* | . | 11.9 | -5.8 | -2.8 | -3.1
O=C(Cn1ncc(N2CCOCC2)c(Cl)c1=O)c1ccc(Cl)cc1 | . | -0.9 | 1.0 | 1.6 | -4.8 | . | -0.5
Cc1ccc2c(c1)C(=O)N1c3cc(C)c(C)cc3NC(=O)C1C(=O)N2 (centres undefined) | -5.3 | 6.6 | 0.2 | 5.3 | -3.4 | -5.1 | -3.1
CCNc1nnc(SCC(=O)c2c(N)n(C3CC3)c(=O)[nH]c2=O)s1 | -7.7 | 1.0 | -0.1 | -2.3 | 4.8 | -3.6 | -17.1

Some of these compounds in order of the SIRT5 inh value, high to low.
SMILES	SIRT5 inh
COc1ccc(OCC(=O)O/N=C(\N)Cc2cccs2)cc1	-0.7
COc1ccc(N2CC(C(=O)N3CCN(Cc4ccc5c(c4)OCO5)CC3)CC2=O)cc1 (centres undefined)	-2.3
CCCCCC(=O)Nc1cccc(C2=NOC3(C2)C[C@@H](C(N)=O)N(C(=O)Cc2ccc([N+](=O)[O-])cc2)C3)c1 (some centres undefined)	-8.0

Whole records, looked up by structure. Values in the order: DENV2 CPE rescue | Statin myotox sup | E-selectin induc | ERp5 block | S100A4 MyoIIA | PglD DTNB | SIRT5 inh
Record of `COCC(=O)Nc1ccc2c(c1)C(=O)N(C)C[C@H](OC)[C@H](C)CN(CC1CCCCC1)[C@@H](C)CO2` = 9.0 | -0.9 | 0.8 | 5.5 | -0.6 | -0.4 | -0.8
Record of `CS(=O)(=O)c1ccc(C(=O)OCC(=O)NC2CCS(=O)(=O)C2)cc1[N+](=O)[O-]` (centres undefined) = 8.5 | -1.7 | 1.6 | 0.4 | -6.9 | -3.7 | -1.9
